Menin MLL FP TR – qHTS Assay for Inhibitors Targeting the Menin-MLL Interaction in MLL Related Leukemias: Competition With Texas Red Labeled MLL-derived Mutant Peptide | O00255 | Menin + Texas Red MLL mutant peptide, fluorescence polarization | Potency, µM (highest dose often 61.6 µM), without a hit: at the top dose FP activity change, negative = inhibition, usual class: inhibitors | 270,000 tested, 0.23% active | AID 1768, 2009; active means well fitted inhibition curve with a large enough effect in the polarisation, with a control signal flat, not every such curve was filed as active; inconclusive means small, poorly fitted or top-dose-only effect, or effect the other way, or a change in a side signal; inactive means no such curve, though single readings can be large or run the other way; the % refers to the polarisation; further: potency means the concentration at half of the fitted maximal effect; % of control where 0% means no effect; many of its hits are not listed in these tables
MBNL1-CUG inh – qHTS Assay for Inhibitors of MBNL1-poly(CUG) RNA binding. Muscleblind-like protein 1 (Homo sapiens), Q9NR56. TR-FRET MBNL1-His/biotin-(CUG)12 binding, 665/545 ratio. Potency, µM (doses to about 57.5 µM), without a hit: top-dose activity change, negative = inhibition, hits mostly inhibitors. 280,000 tested, 0.036% active. AID 2675, 2010; active means well fitted inhibition curve with a large enough effect in the signal ratio, with a control signal flat, not every such curve was filed as active; inconclusive means small, poorly fitted or top-dose-only effect, or effect the other way, or a change in a side signal; inactive means no such curve, though single readings can be large or run the other way; the % refers to the signal ratio; further: potency means the concentration at half of the fitted maximal effect; on the % scale 0 is the no-effect control and ±100 the full control effect
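TR-FRET readout: Ex 340 nm, 665/545 nm emission ratio, normalized to buffer-only (basal) and MBNL1-(CUG)12 controls. Complex of MBNL1-His with Biotin-(CUG)12, compounds 92 nM–58 uM, incubated 60 min at room temperature.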
ASM inhibitor – Inhibitors of Secretory Acid Sphingomyelinase (S-ASM): qHTS; AID 504937, 2011; 340,000 tested, 0.006% active; placental ASM, HMU-PC fluorogenic substrate, 60 min; Potency, µM (highest dose often 57.5 µM), for the others: top-dose activity change, negative = inhibition, actives largely listed as inhibitors; Sphingomyelin phosphodiesterase (Homo sapiens), P17405; further: potency means the concentration at half of the fitted maximal effect
Target sequence (P17405 47-631 limits assumed): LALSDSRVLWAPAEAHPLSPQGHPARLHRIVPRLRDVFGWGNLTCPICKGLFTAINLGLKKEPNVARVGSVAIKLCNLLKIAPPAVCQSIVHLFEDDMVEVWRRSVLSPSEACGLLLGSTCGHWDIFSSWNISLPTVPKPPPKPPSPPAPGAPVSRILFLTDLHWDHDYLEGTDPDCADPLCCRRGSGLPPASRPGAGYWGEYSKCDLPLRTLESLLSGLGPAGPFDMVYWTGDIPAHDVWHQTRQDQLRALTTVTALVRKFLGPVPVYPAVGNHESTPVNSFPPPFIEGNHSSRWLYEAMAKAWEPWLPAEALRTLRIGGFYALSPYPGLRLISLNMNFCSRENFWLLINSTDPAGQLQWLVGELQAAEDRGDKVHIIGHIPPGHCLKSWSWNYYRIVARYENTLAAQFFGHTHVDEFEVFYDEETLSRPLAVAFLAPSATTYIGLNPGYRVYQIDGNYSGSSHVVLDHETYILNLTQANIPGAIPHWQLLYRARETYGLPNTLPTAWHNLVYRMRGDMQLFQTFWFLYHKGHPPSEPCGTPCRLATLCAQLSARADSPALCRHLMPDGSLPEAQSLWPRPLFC
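Fluorescence read-out (Ex 386 nm, Em 447 nm) after stopping the reaction at pH 10. Enzyme: ASM from human placenta; substrate HMU-PC0, 9 uM final; 60 min, 37 °C. Compound preincubation 10 min, ambient temperature.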
CXXC DNA block – qHTS Fluorescence Polarization Assay for Inhibitors of MLL CXXC domain - DNA interaction | Histone-lysine N-methyltransferase 2A (Homo sapiens), Q03164 | MLL-CXXC / FITC-HOXA9 DNA fluorescence polarization | Potency, µM (series often up to 115 µM), for the others: at the top dose activity change, negative = inhibition, most hits filed as inhibitors | 290,000 tested, 0.037% active; active means well fitted inhibition curve with a large enough effect in the polarisation, with a control signal flat, not every such curve was filed as active; inconclusive means small, poorly fitted or top-dose-only effect, or effect the other way, or a change in a side signal; inactive means no such curve, though single readings can be large or run the other way; the % refers to the polarisation; further: potency means the concentration at half of the fitted maximal effect
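Purified MLL-CXXC (added from a 7 uM solution) was preincubated 5 min at ambient with pinned compounds in 50 mM Tris-HCl pH 7.5, 50 mM NaCl, 1 mM DTT, 0.05% BSA. Fluorescein-labeled HOX-A9 DNA (50 nM solution) followed, 30 min, then polarization read.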
TSHR antag – Antagonists of the Thyroid Stimulating Hormone Receptor: HTS campaign. TSHR-expressing cells, TSH-stimulated cAMP HTRF, 2 h; hits give low values. activity change, negative = inhibition, % at 11.5 µM. 330,000 tested, 0.2% active. AID 504810, 2011;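 active means activity change below a set negative limit, meaning inhibition stronger than a set level, cut at about -70% in these data; inconclusive means activity change between two set negative limits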; further: on the % scale 0 is the no-effect control and ±100 the full control effect
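Read-out is FRET at 665 nm (cryptate excitation 337 nm) from a cryptate-tagged anti-cAMP antibody, competed by cell cAMP against cAMP-d2. Compounds are tested on freshly harvested TSHR cells challenged with 4nM TSH (EC80) for 2 hours at 37 deg C.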
a7 integrin act – qHTS for Activators of Integrin-Mediated Alleviation for Muscular Dystrophy | Potency, µM (top dose mostly 38.3 µM), for the others: at the top dose activation, usual class: activators | AID 624291, 2012 | 350,000 tested, 0.064% active | alpha7betagal myoblasts, beta-gal FDG fluorescence, 48 h;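 further: potency means the concentration at half of the fitted maximal effect; 100% = response of the positive control SU9516; nearly all actives have a fitted effect of over 60% in size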
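Alpha7betagal+/- myoblasts (passage 13) were plated 16-24 hr, then exposed to compounds (1:260 dilution of DMSO stock) for 48 hours at 37C. After MPER lysis, β-galactosidase reporter activity was read as FDG fluorescence (ex 480/em 540) after 30 minutes.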
TCR activator – Activators of T cell receptors: qHTS campaign; primary human leukocytes, anti-CD3, IL-2 HTRF, 48 h; AID 504894, 2011; 330,000 tested, under 10 active; Potency, µM (series often up to 9.22 µM), for inactives: at the highest dose activation of IL-2 secretion, actives largely listed as activators; further: % of control where 0% means no effect
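Human primary leukocytes + a-CD3 beads + cpd, 48 hr; IL-2 in supernatant by HTRF (ex 320nm / em 665nm). No co-stimulatory signal supplied.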
A-T KAP1 phos – qHTS Assay for Identifying a Potential Treatment of Ataxia-Telangiectasia; […] A-T fibroblasts, KAP-1 phosphorylation AlphaLISA; neocarzinostatin DNA damage 30 min before lysis; 320,000 tested, 0.19% active; Potency, µM (highest dose often 57.5 µM), without a hit: at the highest dose activation, actives largely listed as activators; further: potency means the concentration at half of the fitted maximal effect; % of control where 0% means no effect; nearly all actives have a fitted effect of over 45% in size
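hTERT-immortalized A-T patient fibroblasts ([…]), 500 cells/well in OPTI-MEM, 1% FBS, got compounds for 60 min, then NCS for 30 min at 37C. Lysates were then assayed for phospho-KAP-1 by AlphaLISA (anti-pKAP1 donor, anti-KAP1 acceptor beads), 6 hr at 25C.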
PTAP TSG101 blk – qHTS Assay for Iinhibitors of HIV-1 Budding by Blocking the Interaction of PTAP/TSG101; Tumor susceptibility gene 101 protein (Homo sapiens), Q99816; Fluorescence polarization, FITC-PTAP peptide / Tsg101 binding; Potency, µM (titrated, usually from 115 µM), inactives show at the highest dose activity change, negative = inhibition, actives largely listed as inhibitors; 340,000 tested, under 10 active; AID 493005, 2010; active means well fitted inhibition curve with a large enough effect in the main read-out, with a control signal flat, not every such curve was filed as active; inconclusive means small, poorly fitted or top-dose-only effect, or effect the other way, or a change in a side signal; inactive means no such curve, though single readings can be large or run the other way; further: potency means the concentration at half of the fitted maximal effect; % of control where 0% means no effect
Target sequence (Q99816 whole entry, looked up): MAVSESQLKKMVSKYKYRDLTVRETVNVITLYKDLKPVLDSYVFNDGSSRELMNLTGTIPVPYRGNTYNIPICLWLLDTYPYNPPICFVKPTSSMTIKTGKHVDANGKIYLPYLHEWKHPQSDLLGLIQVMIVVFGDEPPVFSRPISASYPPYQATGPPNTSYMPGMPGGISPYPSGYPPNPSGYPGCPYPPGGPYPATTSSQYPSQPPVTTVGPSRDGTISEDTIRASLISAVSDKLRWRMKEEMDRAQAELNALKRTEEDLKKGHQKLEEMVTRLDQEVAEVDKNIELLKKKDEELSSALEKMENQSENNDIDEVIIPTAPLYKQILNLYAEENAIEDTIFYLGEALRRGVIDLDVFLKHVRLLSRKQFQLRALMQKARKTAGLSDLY
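Fluorescence polarization binding of Tsg101 binding domain (10 uM final) to FITC-labeled PTAP peptide (50 nM final) in HEPES pH 7.5 buffer with NaCl, Tween 20, EDTA, TCEP. Compounds added before peptide; binding 20 min at RT.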
Mito fusion act – qHTS Assay for Small Molecule Inhibitors of Mitochondrial Division or Activators of Mitochondrial Fusion; Potency, µM (top dose mostly 46.1 µM), inactives show top-dose growth rescue (activation), most hits filed as activators; S. cerevisiae fusion-defective mutant growth rescue, CellTiterGlo 48 h; 320,000 tested, 0.23% active;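 further: potency means the concentration at half of the fitted maximal effect; % of control where 0% means no effect; nearly all actives have a fitted effect of over 45% in size; temperature-sensitive fusion mutants such as fzo1-1 at 37 °C on non-fermentable ethanol glycerol medium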
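Growth-rescue viability read-out: after 48 h at the non-permissive 37C in glycerol/ethanol YPEG, yeast mitochondrial fusion mutants are measured by CellTiterGlo luminescence; compounds (23 nl pinned per well) restoring growth score as division inhibitors or fusion activators.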
* marks the source's active call; other numbers are inactive results; ? = inconclusive; nt = no result given; [ ] = remark or other dose. Unless noted, the call rests on the fitted dose curve; in most records, active means well fitted curve in the direction sought with a large enough effect; inconclusive means small, poorly fitted or top-dose-only effect, or another doubt; inactive means no such curve, though single readings can be large; an effect the other way counts as inactive or inconclusive. Only part of the results is shown, so the mix of outcomes need not match the whole.

No.	SMILES	Menin MLL FP TR	MBNL1-CUG inh	ASM inhibitor	CXXC DNA block	TSHR antag	a7 integrin act	TCR activator	A-T KAP1 phos	PTAP TSG101 blk	Mito fusion act
1	CC(=O)Nc1nnc(SCC(=O)NC2CC2)s1	-15%	-3%	-1%	3%	0	-8%	0%	1%	-3%	2%
2	COC(=O)/C=C/c1ccccc1CN1[C@@H](CC(=O)OC)c2ccccc2S1(=O)=O	nt	nt	2%	nt	-5	-14%	4%	-1%	-5%	-4%
3	O=C(c1ccc(CN2CCOCC2)cc1)N1CCC(Cc2ccccc2)CC1	-26%	12%	-2%	-13%	-3	3%	-3%	3%	-4%	1%
4	CCC(C)NC(=O)N[C@@H](CCSC)C(=O)OC (stereo partly drawn)	nt	7%	1%	3%	2	-21%	4%	-3%	-3%	-2%
5	CCOc1ccc(N(C)Cc2cc(=O)oc3ccc(OC)cc23)cc1	6%	2%	-16%	4%	-10	-23%	-1%	7%	-5%	2%
6	CCOCCCn1c(SC(C(=O)Nc2cc(C)ccc2C)c2ccccc2)nnc1-c1ccc(Cl)cc1 (stereo not drawn)	-2%	2%	-4%	17%	10	15%	0%[46.1 µM]	-3%	0%	-1%
7	CCOc1ccc(Nc2nc(NCc3ccco3)nc(N)c2[N+](=O)[O-])cc1	nt	nt	-1%	-2%	34	18%	-15%	2%	-3%	12%
8	COc1cccc(N(C(=O)Cn2nnc(-c3ccc(F)cc3)n2)C(C(=O)NCC2CCCO2)c2ccc(Cl)cc2)c1 (stereo not drawn)	10%	-5%	-2%	12%	11	-5%	2%	0%	-1%	-1%
9	COc1ccc(NC(=S)NCc2ccccn2)cc1OC	-2%	4%	4%	-1%	22	3%	3%	18%	0%	-4%
10	Cc1cccc(C(=O)NCC(=O)N2CCOCC2)c1	20%	-6%	3%	-2%	4	9%	6%	-1%	-4%	-2%
11	Cc1cc(C)c2c(N)c(C(=O)N3CCN(c4ncccn4)CC3)sc2n1	-16%	?	452%[activator]	1%	-3	9%	-14%	20%	-3%	5%
12	COC(=O)c1cn(C(=O)c2ccc(Br)o2)c2ccccc12	2%	-7%	-7%	122%[activator]	7	8%	-19%	-1%	-1%	1%
13	Cc1cc(C(=O)N2CCc3ccccc32)c2cc(F)ccc2n1	-17%	-4%	-2%	-4%	-6	9%	3%	-9%	-7%	0%
14	O=C(CN1CCCCCC1)Nc1cccc(Br)c1	-14%	2%	-1%	1%	1	1%	-5%	4%	1%	-5%
15	Cc1ccsc1C(=O)Nc1nccs1	6%	-2%	18%	34%	-6	?	4%	2%	-2%	1%
16	O=C(Nc1ccc(S(=O)(=O)N2CCOCC2)cc1)c1ccccc1	-5%	3%	7%	12%	3	0%	3%	1%	-2%	18%
17	CCN1CCN(C(=O)c2cn(CCOC)c(=O)c3c2c2ccccc2n3C)CC1	?	5%	26%	-2%	6	-22%[7.66 µM]	6%	-6%	-5%	3%
18	CN1CCN(c2ccc([N+](=O)[O-])cc2NC(=O)c2ccco2)CC1	nt	?	0%	-2%	-1	-6%	-19%	-2%	-3%	-3%
19	COc1cccc(CNCCc2c[nH]c3ccccc23)c1OCc1ccc(F)cc1	-2%	-8%	-9%	?	0	-65%[inhibitor]	3%	2%	-4%	-2%
20	Clc1ccc(-n2nnnc2-c2ccccc2)cc1	-1%	3%	7%	-20%	-8	8%	1%	18%	-5%	2%
21	CCOC(=O)N1CCN(c2c(NCCc3ccc(C)cc3)c(=O)c2=O)CC1	2%	5%	-1%	-1%	-5	-3%	-9%	-2%	0%	-1%
22	O=C(NCc1ccccc1)c1ccc2nc(N3CCOCC3)sc2c1	nt	-7%	1%	5%	-1	-2%	8%	-2%	-6%	-4%
23	CC(=O)NC(CCS(C)(=O)=O)C(=O)Nc1ccc(Oc2ccccc2)cc1 (stereo not drawn)	7%	-6%	-6%	-4%	2	16%	9%[46.1 µM]	1%	-10%	-4%
24	Cc1ccc(S(=O)(=O)N2CCCCC2)cc1NC(=O)COC(=O)c1c(F)cccc1F	-7%	-2%	5%	5%	6	7%	24%	-4%	1%	0%
25	O=C(c1cccc([N+](=O)[O-])c1)N1CCN(c2cccc(Cl)c2)CC1	2%	16%	-3%	2%	-12	0%	1%[46.1 µM]	12%	-8%	-3%
26	O=C(c1cccc(N2C(=O)c3ccccc3C2=O)c1)N1CCCCCC1	-24%	28%	1%	19%	2	20%	-3%	-1%	3%	-1%
27	Cc1ccc(OCC(=O)N2CCC(N3CCCCCC3)CC2)cc1	-25%	-9%	2%	5%	0	27%	-2%	-3%	-1%	0%
28	CCn1c(=N)n(CC(O)c2cccs2)c2ccccc21 (stereo not drawn)	-18%	-1%	-1%	1%	18	8%	6%	11%	-8%	4%
29	O=C(O)c1cc(NCc2ccc3c(c2)OCO3)ccc1N1CCOCC1	-5%	-15%	13%	0%	-1	14%	3%	-1%	-2%	0%
30	CC(C)(C)CC(=O)Nc1ccccc1N1CCN(c2ccccc2)CC1	-16%	0%	-6%	8%	12	0%	6%	4%	-2%	16%
31	CC(C)Cc1ccc(-c2cc(=O)[nH][nH]2)cc1	?	-7%	-2%	5%	8	-26%	1%	2%	-1%	-7%
32	O=C(CCn1c(=S)[nH]c2ccccc2c1=O)NCCSCc1ccccc1	?	-2%	2%	1%	-2	8%	3%	3%	-1%	-3%
33	N#Cc1nc(COc2cccc(Cl)c2)oc1N1CCCC1	6%	13%	-2%	-4%	-8	-16%	1%	7%	0%	17%
34	Cc1nc(-c2ccccc2O)n(-c2ccccc2)n1	-6%	-4%	4%	-12%	1	-19%	1%	1%	-3%	2%
35	Cc1ccc(NC(=O)CCS(=O)(=O)c2ccc3c(c2)NC(=O)C(C)S3)nc1 (stereo not drawn)	nt	-2%	-1%	10%	9	0%	0%	16%	-1%	-2%
36	Cc1cc(C)nc(SCc2nnc(SCC(=O)OC3CCCCC3)o2)n1	-16%	9%	-2%	-1%	-24	-15%	nt	-9%	-5%	7%
37	Cc1cnc(NC(=O)c2cc3ccccc3o2)s1	28%	48%[activator]	-2%	0%	-2	?	nt	-3%	-6%	-2%
38	CCN(Cc1ccccc1)C(=O)c1ccc(NC(=O)c2ccc(OC)cc2)cc1	3%	-10%	-10%	-3%	-14	-34%[inhibitor]	6%	0%	-10%	-4%
39	O=C(O)CSCC(=O)Nc1cc(C(F)(F)F)ccc1Cl	-2%	1%	6%	-18%	-2	13%	10%	5%	0%	-2%
40	Cc1cccc(C)c1NC(=O)C1CCCN1C(=O)Nc1cccc(F)c1 (stereo not drawn)	-1%	-4%	0%	11%	-11	-1%	9%	0%	2%	4%
41	COC(=O)c1sc2nc(SCc3ccccc3C)n(N)c(=O)c2c1C	-7%	-10%	6%	3%	-1	0%	-8%	11%	-4%	0%

3 compounds already listed, ordered by the value under CXXC DNA block, ascending.
no.	SMILES	CXXC DNA block
21	CCOC(=O)N1CCN(c2c(NCCc3ccc(C)cc3)c(=O)c2=O)CC1	-1%
22	O=C(NCc1ccccc1)c1ccc2nc(N3CCOCC3)sc2c1	5%
16	O=C(Nc1ccc(S(=O)(=O)N2CCOCC2)cc1)c1ccccc1	12%

Screening data deposited in PubChem by National Center for Advancing Translational Sciences (NCATS).
